hcDAF-12 act – activates DAF-12 receptor from parasite H. contortus | HEK293 hcDAF-12 lit1-tk-luc reporter, luminescence; 0% DMSO, 100% Δ7-dafachronic acid | activation, % at 6.8 µM | 1.4% of 370,000 active | AID 652067;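 active = activation above the mean of all tested compounds plus 3 SD, cut at about 5.5% in these data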;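 also: 100% = response to 3 µM Δ7-dafachronic acid high control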
HGIII-sPLA2 inh – Blocks human group III sPLA2 activity; AID 743126; QFRET BODIPY PC-A2 liposome hydrolysis, fluorescence; Q9NZ20; inhibition, % at 12.2 µM; 0.56% of 370,000 active;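 active = inhibition above mean plus 3 SD of compounds lying within the high and low control bounds, cut at about 19% in these data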;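 also: 0% = median of test compound wells and 100% = no enzyme DMSO wells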
ADAM10 inh – ADAM10 inhibition, QFRET primary screen; O14672; recombinant ADAM10, EDANS/DABCYL FRET peptide cleavage, 3 h; inhibition, % at 7 µM; 0.62% of 370,000 active; AID 720582;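 active = inhibition above a per-campaign cutoff equal to the mean of compounds falling between control-based bounds plus 3 SD, cut at about 20% in these data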;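 also: 0% = DMSO wells while the 100% control is not disclosed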
DAX1 inh-1 – DAX1 (NR0B1) inhibition, primary screen; inhibition, % at 6.8 µM; 1.1% of 370,000 active; HEK293T StAR-luciferase reporter, SF-1/DAX-1 repression relief; AID 652010;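 active = inhibition above the mean over all tested compounds plus 3 SD, cut at about 3.6% in these data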;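 also: 0% = DAX-1 cells with DMSO and 100% = cells lacking DAX-1 with DMSO; higher inhibition means more luminescence from relief of DAX-1 repression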
GAA850 FXN act – increases GAA850 frataxin promoter reporter activity. AID 540364. 0.56% of 360,000 active. activation, % at 6 µM. HEK293 lucGAA850 FXN promoter luciferase reporter, 24 h; percent of 10 µM SAHA response;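 active = activation above the average of all compounds screened plus 3 SD, cutoff fixed separately per campaign, cut at about 7.5% in these data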;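 also: 0% = DMSO wells and 100% = 10 µM SAHA wells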
hgDAF-12 ag – hgDAF-12 agonism, primary luciferase screen; HEK293 GAL4-hgDAF12 UAS-luciferase reporter, agonist luminescence; normalized to butyrate control; activation, % at 6.8 µM; 1.8% of 370,000 active; AID 687014;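 active = activation above a cutoff set at the mean of all screened compounds plus 3 SD, cut at about 10% in these data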;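 also: 0% = DMSO wells and 100% = sodium butyrate wells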
DAX1 inh-2 – inhibits human nuclear receptor DAX1. AID 504766. inhibition, % at 6.75 µM. P51843. 0.99% of 340,000 active. HEK293 Gal4-DAX1 luciferase reporter, luminescence;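 active = inhibition above the mean over all tested compounds plus 3 SD, cut at about 4.2% in these data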;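 also: 0% = DAX1-transfected cells with DMSO and 100% = empty-vector control cells with DMSO; inhibition shows as a rise in luminescence from relieved DAX1 repression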
Target sequence (P51843 207-470 limits assumed): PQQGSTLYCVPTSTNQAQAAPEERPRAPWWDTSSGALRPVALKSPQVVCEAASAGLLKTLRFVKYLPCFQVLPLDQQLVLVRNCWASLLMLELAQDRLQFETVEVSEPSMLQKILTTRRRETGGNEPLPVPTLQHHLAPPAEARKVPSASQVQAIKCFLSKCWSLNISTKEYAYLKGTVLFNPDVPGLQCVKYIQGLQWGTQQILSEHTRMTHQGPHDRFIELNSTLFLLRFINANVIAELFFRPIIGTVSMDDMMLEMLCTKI
ADAM17 inh – inhibits human ADAM17; P78536; recombinant ADAM17, EDANS/DABCYL FRET peptide cleavage; inhibition, % at 6.95 µM; 0.83% of 370,000 active;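 active = inhibition above the mean of compounds lying between control limits plus 3 SD, set per campaign, cut at about 8.5% in these data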;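 also: 0% = DMSO-only wells as the low control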
Target sequence (P78536 215-824 limits assumed): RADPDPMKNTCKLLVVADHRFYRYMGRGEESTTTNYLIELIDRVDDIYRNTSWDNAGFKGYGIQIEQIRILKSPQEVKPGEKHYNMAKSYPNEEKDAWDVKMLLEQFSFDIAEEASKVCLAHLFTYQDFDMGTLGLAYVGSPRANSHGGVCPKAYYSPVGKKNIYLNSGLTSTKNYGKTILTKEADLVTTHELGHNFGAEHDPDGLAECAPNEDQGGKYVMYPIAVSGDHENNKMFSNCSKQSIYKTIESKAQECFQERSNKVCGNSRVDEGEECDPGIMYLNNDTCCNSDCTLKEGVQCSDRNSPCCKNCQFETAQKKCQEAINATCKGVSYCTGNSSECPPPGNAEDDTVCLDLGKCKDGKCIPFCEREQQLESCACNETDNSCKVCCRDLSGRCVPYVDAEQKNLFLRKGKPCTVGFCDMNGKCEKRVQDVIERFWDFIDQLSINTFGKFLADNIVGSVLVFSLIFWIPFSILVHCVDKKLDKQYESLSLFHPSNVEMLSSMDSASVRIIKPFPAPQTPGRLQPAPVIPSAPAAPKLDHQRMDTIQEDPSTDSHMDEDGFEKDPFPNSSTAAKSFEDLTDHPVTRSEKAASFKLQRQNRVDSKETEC
PLCg1 inh – PLC-gamma1 (human) inhibition, primary screen | P19174 | purified PLC-gamma1, fluorogenic substrate, fluorescence | inhibition, % at 12.2 µM | 0.84% of 370,000 active | AID 720700; in the data active = inhibition above about 9.5%
PLCb3 inh – PLC-beta3 (human) inhibition, primary screen; Purified PLC-beta3, fluorogenic substrate, fluorescence; inhibition, % at 12.2 µM; 0.18% of 370,000 active; AID 720704; in the data active = inhibition above about 11%;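 also: 0% = median of compound wells on plate and 100% = full blocker control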
ssDAF12 agonist – activates DAF-12 receptor from parasite S. stercoralis; HEK293 ssDAF-12/GRIP1 lit1-tk-luc reporter, luminescence; % of 3 µM dafachronic acid response; activation, % at 6.8 µM; 1% of 370,000 active;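 active = activation above the mean over all tested compounds plus 3 SD, cut at about 0.9% in these data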;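 also: 0% = DMSO-only wells and 100% = 3 µM delta7-dafachronic acid wells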
Active calls of the source: *; i = inactive; . = no result given.

SMILES	DAX1 inh-2	GAA850 FXN act	PLCg1 inh	ADAM10 inh	ssDAF12 agonist	DAX1 inh-1	PLCb3 inh	hgDAF-12 ag	HGIII-sPLA2 inh	ADAM17 inh	hcDAF-12 act
COCCOC(=O)C1=C(C)NC(=O)NC1c1c(Cl)nc2ccccn2c1=O (stereo unspecified)	0.7	-0.5	-4	-7	-0.4	-0.5	-6	0.5	14	-6	0.0
CCCCOC(=O)c1cc(-c2ccc(/C=N/n3cnnc3)o2)ccc1Cl	-0.6	3.2	-8	-10	-1.2	-0.2	-7	3.4	-1	2	1.3
CC(C)c1ccc(/C=C/C(=O)N2CCc3ccccc3C2)cc1	-0.9	-0.1	-2	-1	-1.6	0.0	-3	-1.1	3	-1	0.8
COC(=O)c1cc2c(c3c4cc(C#N)ccc4n(S(=O)(=O)c4ccc(C)cc4)c13)C(=O)N(C)C2	.	.	-21	-16	0.2	-0.7	-28	1.0	4	-6	0.8
O=C(N/N=C/c1ccccn1)c1cccc(S(=O)(=O)Nc2ccccc2Cl)c1	0.7	1.0	-3	6	-1.6	1.0	-7	0.2	-27	0	0.9
COCCN1CCN(C(=O)c2cc(COc3ccc(F)c(F)c3)on2)CC1	0.2	4.1	0	5	0.3	0.5	-2	-0.2	-2	0	-0.5
CCc1n(CC(O)COCC2CC=CCC2)c2ccccc2[n+]1C (stereo unspecified)	1.4	0.2	-1	0	-0.8	-0.3	-4	-0.3	8	-6	2.6
COc1ccc(N/C(=N/c2nc(C)cc(C)n2)NC(=O)c2ccccc2)cc1	0.7	-0.9	0	2	-2.1	-0.1	-7	-2.6	9	-2	0.6
O=C(O)c1cc(S(=O)(=O)N2CCN(S(=O)(=O)c3ccccc3)CC2)ccc1Cl	-0.5	0.6	-1	0	-1.5	0.2	-4	1.1	-6	-1	-1.6
Cc1cc(=O)oc2cc(O)cc(OCc3ccccc3)c12	-1.0	-1.9	i	i	-1.9	-2.3	i	-3.4	-42	i	-3.2
CC(C)COc1cccc(-c2cc(C(=O)Nc3ccon3)c3ccccc3n2)c1	-0.9	1.3	-7	-10	-1.4	0.1	-12	-2.4	-8	-3	0.5
COc1ccc2nc(SCC(=O)NC(C)C)[nH]c2c1	0.3	-1.4	4	6	-1.0	-0.3	3	2.4	6	2	-0.5
CNS(=O)(=O)c1cccc(C(=O)OCC(=O)N2c3ccccc3NC(=O)C2(C)C)c1	0.1	1.3	5	-11	-1.0	-1.5	-11	-1.5	7	-6	-0.9
CCOCCCNC1=C(Cl)C(=O)c2ccccc2C1=O	2.2	4.4	0	-3	0.7	-0.4	-1	-0.3	18	-3	0.1
COc1ccc(NC2CCCN(C(=O)c3ccc(C(C)=O)cc3)C2)cc1 (stereo unspecified)	-0.1	2.1	0	-3	-0.4	-1.5	-8	0.2	-1	-1	1.2
CCCCN(C)CCCNC(=O)c1cn(CC)c2ccc(S(=O)(=O)N3CCc4ccccc4C3)cc2c1=O	1.1	-1.9	2	5	-1.1	2.5	3	-0.2	-13	-6	-0.8
CCOC(=O)N[C@H](C(=O)N1CCC[C@H]1C(=O)NCCc1ccccc1Cl)C1CCCCC1	.	.	-1	-4	-1.1	0.5	2	-2.0	1	-1	3.6
N=C(N)CCCOc1ccccc1-c1ccccc1	0.6	-0.1	6	-1	-1.2	-0.3	2	-1.8	9	4	3.0
CCOc1ccc(S(=O)(=O)N(CC(=O)N/N=C/c2cccs2)c2ccc(C)cc2)cc1	-0.2	-1.2	2	20	-1.5	-0.2	-1	-1.1	5	8	-1.6
CC(=O)C1=C(C)NC(SCC(=O)Nc2nccs2)=C(C#N)C1c1ccccc1Cl (stereo unspecified)	-2.9	-2.4	-31	12	-2.6	-2.5	-38	-7.8	-1	8	-3.8
CCOC(=O)Cn1nnnc1C	-0.7	1.4	3	3	-1.3	-0.1	-4	1.2	3	1	1.8
Cc1[nH]c2ccccc2c1C(=O)COC(=O)c1c(-c2ccccc2)noc1C	-2.2	0.8	3	25*	-1.9	-1.3	1	-2.8	-27	7	1.9
Oc1[nH]c2ccccc2c1N=Nc1ccc(C(F)(F)F)cn1	0.0	0.8	0	-6	-0.3	0.0	1	1.6	6	-2	2.7
COc1ccccc1/C=C/C(=O)OCC(=O)NC1CC1	-0.1	0.1	-86	-170	-0.6	0.9	-96	-0.1	5	-52	-0.6
CCOc1cccc(CN2CCCC(N3CCc4cc(OC)c(OC)cc4C3)C2)c1O (stereo unspecified)	0.6	-0.8	-21	-9	-1.3	-0.2	-35	1.9	-8	-4	-1.3
CN1CCN(C(c2cccs2)c2nnnn2Cc2ccc(F)cc2)CC1 (stereo unspecified)	0.5	-0.5	0	-1	-2.0	0.1	0	-1.4	4	-1	3.3
COc1ccc(-c2cnc(C(N)=O)c(=O)[nH]2)cc1	1.1	1.3	-136	i	-1.3	-0.6	-178	4.0	-5	-233	-2.0
C=CCNC(=O)NC(=O)COC(=O)/C(C#N)=C/c1cc(C)n(CC(C)C)c1C	-0.4	1.9	-10	2	-1.6	1.1	-11	1.6	-1	-1	2.3
COCCCn1c(=S)[nH]c2c(sc3ccccc32)c1=O	-0.9	-0.2	2	5	-1.5	0.0	-4	-1.3	7	0	-0.5
CCCCCCCCN1C(=O)[C@@H](CC(=O)N2CCCC2)C[C@@]2(C(=O)OC)C1=C[C@H](COCc1ccccc1)O[C@@H]2C	.	.	-1	7	-1.3	-1.7	-1	-2.9	-17	4	-2.1
Cc1ccc(C(NC(=O)CN2C(=O)NC3(CCCC3)C2=O)c2ccccc2)cc1 (stereo unspecified)	3.4	2.5	-1	-12	-1.8	0.1	-3	-0.6	14	-3	0.0
Cc1ccc(Nc2nc(-c3ccc(O)cc3O)cs2)nc1	1.2	2.1	-7	-22	-0.6	2.6	-8	11*	-7	-9	2.6
CN(Cc1cccs1)C(=O)c1ccc(Cl)c(S(=O)(=O)N2CCCCCC2)c1	-1.1	-1.8	2	3	-1.6	-4.3	4	-4.0	-14	0	-1.4
Cc1cc(Cl)ccc1-c1nc(NC(C)C)nc2ccsc12	.	4.0	-110	-307	-1.3	0.0	-148	0.7	2	-85	1.6
O=P(O)(CP(=O)(c1ccccc1)c1ccccc1)c1ccccc1	1.1	-0.5	2	-3	-1.1	-0.6	1	-2.0	-1	-4	-0.5
Cc1c(C(=O)c2ccc(Cl)cc2[N+](=O)[O-])c2ccccn2c1CCC#N	0.1	2.9	3	3	-1.4	0.3	1	-1.9	5	3	-1.3
COc1ccc(S(=O)(=O)N(CCc2ccccc2)CC(=O)N2CCOCC2)cc1	3.1	0.8	3	6	-1.8	-0.2	3	-1.8	0	1	0.8
CC(=O)Nc1cccc(-c2ccnc3c2CC(C)(C(=O)Nc2cccc(C(C)=O)c2)O3)c1 (stereo unspecified)	.	-6.5	1	-9	-1.2	-1.9	-1	-0.8	-4	-3	-1.2
O=C(CN1CCN(S(=O)(=O)c2ccc(F)cc2)CC1)N1CCOCC1	0.3	0.7	4	2	-0.6	-1.2	-3	-0.5	-3	0	-0.5
CCc1nn(CC(=O)N2CCN(c3ccc(OC)cc3)CC2)c(=O)c2cc3occc3n12	-0.3	3.0	3	12	-1.1	-0.1	-3	0.6	7	1	0.5
CCC(=O)Nc1cc2nn(-c3ccc(C)cc3)nc2cc1C	1.8	-9.0	-3	-33	-1.9	-0.3	-1	-4.8	5	-5	-1.8
COc1ccc(F)cc1CN1CCN(c2ncnc3scc(-c4ccccc4)c23)CC1	.	0.2	4	-2	-0.8	-0.1	-7	-0.2	11	0	-2.8
CC[C@]12c3[nH]c4ccc(OC)cc4c3CCN1C(=O)C(CC(=O)NCCCn1ccnc1)C[C@@H]2C(=O)N1CCN(C(=O)C2CC2)CC1 (stereo partly specified)	0.0	2.1	0	-2	-1.0	1.6	3	-1.6	2	1	0.8
COc1cc(/C=N/Nc2nc(C)cc(C)n2)cc(OC)c1OC	1.2	-0.8	1	4	-1.6	0.0	-5	-1.2	2	3	2.5
CC(NC(=O)Cc1ccccc1)c1nc2ccccc2[nH]1 (stereo unspecified)	-1.0	-0.2	5	7	-1.1	0.9	-3	1.7	5	1	-1.3
Cc1c(Cl)ccc2sc(NC(=O)C3CC3)nc12	0.6	2.4	2	-4	-0.3	-1.1	1	1.1	2	5	4.6
O=C(Nc1sc2c(c1C(=O)NCCCO)CCCC2)c1ccccc1	0.1	1.7	-88	6	-2.0	-0.8	-108	-3.2	-3	0	-3.0
CC(=O)c1cccc(NC(=O)CCCN(C)S(=O)(=O)c2ccc(F)cc2)c1	0.2	0.2	2	-1	-1.4	-0.1	-5	0.4	-3	-2	-0.5
CC(C)CNC(=O)/C=C/c1cccs1	0.3	2.2	6	-3	-1.3	0.6	10	6.7	22*	2	4.2
Cc1nn(CC(=O)NC2(C)CCS(=O)(=O)C2)c(C)c1S(=O)(=O)N(C)C (stereo unspecified)	0.2	1.3	4	-2	-0.8	1.6	3	2.0	5	0	-0.9
Cc1ccccc1Sc1ccc([N+](=O)[O-])cn1	-1.7	1.3	1	-4	-0.9	-1.2	0	-1.2	14	-5	-0.9
